Compound activity deposited in PubChem by several laboratories.
RAM network inh – yeast RAM network inhibition; S. cerevisiae dse1pr::URA3 reporter, 5-FOA growth OD615, 2 d; analog-sensitive cbk1-as2 kinase mutant strain; inhibition, % at 50 µM; 1.8% of 190,000 active;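 active = inhibition above a set limit, 3 SD over mean compound inhibition, cut at about 8.4% in these data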;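 note: 0% = DMSO-only wells with no growth and 100% = 10 µM 1-NA-PP1 full growth; inhibition rescues growth on 5-FOA so higher OD means more RAM inhibition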
ROMK mod – modulates human ROMK potassium channel activity | Tet-inducible ROMK, thallium flux fluorescence; actives lie on both sides | B-score at 10 µM | 2% of 130,000 active | AID 1918;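 active = signal ratio slope over the read window, or its plate-corrected B-score, at least 3 SD from the plate mean, either direction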;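 note: B-score of the F/F0 ratio slope over 7 to 12 s after thallium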
Target sequence (P48048 whole entry, looked up): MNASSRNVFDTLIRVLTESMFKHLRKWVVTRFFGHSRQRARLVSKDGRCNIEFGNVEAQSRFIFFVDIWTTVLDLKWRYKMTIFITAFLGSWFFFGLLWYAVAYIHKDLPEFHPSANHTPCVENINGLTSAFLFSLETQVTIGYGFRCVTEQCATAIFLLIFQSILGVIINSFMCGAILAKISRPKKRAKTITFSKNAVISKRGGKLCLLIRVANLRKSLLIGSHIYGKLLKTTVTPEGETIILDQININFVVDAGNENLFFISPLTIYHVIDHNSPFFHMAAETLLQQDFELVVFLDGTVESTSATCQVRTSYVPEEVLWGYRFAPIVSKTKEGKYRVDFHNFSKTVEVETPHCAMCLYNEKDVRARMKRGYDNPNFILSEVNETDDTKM
TR-FRET SRC-2 ct – TR-FRET artefact, counter-screen to PPARgamma/SRC-2 agonist assay. TR-FRET ratio at 8 µM. AID 1049. 0.4% of 200,000 active. active compounds read high; in the data active = TR-FRET ratio above about 2000; note: inactives centre near 1500
STAT1 inh – STAT1 signaling inhibition; NIH 3T3 STAT1-luciferase reporter, IFN-gamma, luminescence; inhibition, % at 5.5 µM; 0.35% of 200,000 active; AID 920;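 active = inhibition above a set limit, the mean inhibition across all tested compounds plus 3 SD, cut at about 34% in these data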;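 note: 0% = IFN-gamma with DMSO and 100% = IFN-gamma with 300 µM nifuroxazide; values of inactives mirror those of a sister screen read the other way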
S1P3 antag – S1P3 (human) receptor antagonism. Q99500. CHO S1P3 NFAT-BLA reporter, FRET fluorescence, antagonist mode. inhibition, % at 4.98 µM. 0.27% of 170,000 active;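 active = inhibition above the plate cutoff, the mean inhibition of test wells on that plate plus 3 SD, cut at about 28% in these data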;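 note: cells challenged with S1P at its EC80 of 0.8 µM; blue over green emission ratio from cleaved BLA substrate after 4 h stimulation; 0% = S1P-stimulated wells and 100% = unstimulated DMSO-only wells; some compounds past the cut are filed as inactive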
PPARg SRC-2 ag – agonists of SRC-2 recruitment by human PPARgamma; P37231; PPARgamma LBD-SRC-2 recruitment, biochemical; activation, % at 8 µM; 0.34% of 200,000 active; in the data active = activation above about 22%;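 note: 0% = vehicle and 100% = reference agonist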
Target sequence (P37231 whole entry, looked up, the tested form may be a part): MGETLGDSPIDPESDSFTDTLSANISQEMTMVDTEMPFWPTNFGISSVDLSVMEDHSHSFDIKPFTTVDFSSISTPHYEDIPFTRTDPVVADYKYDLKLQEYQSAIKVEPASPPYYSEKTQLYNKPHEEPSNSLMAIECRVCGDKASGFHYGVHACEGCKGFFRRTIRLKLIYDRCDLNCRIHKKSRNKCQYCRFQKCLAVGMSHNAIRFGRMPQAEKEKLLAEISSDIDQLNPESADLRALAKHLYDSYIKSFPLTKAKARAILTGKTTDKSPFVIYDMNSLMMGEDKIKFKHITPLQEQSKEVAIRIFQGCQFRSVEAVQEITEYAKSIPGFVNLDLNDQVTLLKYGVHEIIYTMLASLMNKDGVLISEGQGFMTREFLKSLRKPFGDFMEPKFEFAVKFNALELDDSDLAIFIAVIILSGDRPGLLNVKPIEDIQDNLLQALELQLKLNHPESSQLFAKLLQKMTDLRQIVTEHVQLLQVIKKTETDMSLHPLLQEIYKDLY
TLR4-MyD88 BLA – blocks binding of human TLR4 to MyD88; O00206+Q99836; HeLa CL3-4 TLR4/MyD88 BLA complementation, FRET ratio; inhibition, % at 8.4 µM; 0.18% of 200,000 active; in the data active = inhibition above about 25%;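 note: 0% = vehicle and 100% = reference inhibitor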
STAT3 activator – activators of IL-6 induced STAT3 signaling; U3A cells, IL-6 STAT3-luciferase reporter, luminescence; 100% = signal with IL-6 EC80 alone; activation (% of control), % at 5.6 µM; 0.91% of 190,000 active;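 active = activation above the screen-wide mean of compound activation plus 3 SD, cut at about 130% in these data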;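 note: 0% = background luminescence of wells with medium and substrate only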
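Test system: Human STAT1-deficient U3A cells with stable STAT3-luciferase reporter | Also added: Interleukin-6, 33 ng/mL | Timing: Compound pre-incubation 1 h before IL-6, then 6 h stimulation at 37 °C | Technique: Luciferase reporter luminescence | Read-out: Percent of IL-6-only median luminescence | Benchmarks: IL-6-only wells as 100% reference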
PPARg SRC-1 ag – promotes SRC-1 coactivator recruitment by human PPARgamma | P37231 | PPARgamma-SRC-1 coactivator recruitment biochemical assay | activation, % at 8 µM | 0.41% of 200,000 active | AID 631; in the data active = activation above about 19%;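 note: 0% = DMSO and 100% = reference agonist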
PPARg SRC3 recr – promotes SRC-3 coactivator recruitment by human PPARgamma; P37231; biochemical PPARgamma/SRC-3 coactivator recruitment assay; activation, % at 8 µM; 0.26% of 200,000 active; in the data active = activation above about 23%;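 note: 0% = DMSO and 100% = reference agonist; some compounds past the cut are filed as inactive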
STAT3 blocker – reduces IL-6 driven STAT3 reporter signal. U3A cells, IL-6 STAT3-luciferase reporter, luminescence; host cell line lacks STAT1. inhibition, % at 5.5 µM. 0.89% of 190,000 active. AID 862;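 active = inhibition above the mean inhibition across all screened compounds plus 3 SD, cut at about 44% in these data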;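 note: 0% = DMSO only wells and 100% = 100 µM nifuroxazide control wells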
* = called active by the depositor; · = no result given.

Fields: RAM network inh, ROMK mod, TR-FRET SRC-2 ct, STAT1 inh, S1P3 antag, PPARg SRC-2 ag, TLR4-MyD88 BLA, STAT3 activator, PPARg SRC-1 ag, PPARg SRC3 recr, STAT3 blocker
1) O=C(COC(=O)c1ccc2c(c1)C(=O)N(Cc1ccncc1)C2=O)Nc1cccc2ccccc12
 : 2.4, 0.44, 1683, -4, -18, 6, -7, 98, -2, 3, 8
2) OCCN1CCN(CC(O)COc2ccc(-c3ccccc3)cc2)CC1 (stereo unspecified)
 : -0.9, -0.92, 1520, -12, ·, 5, -16, 104, 3, 5, -4
3) O=C(O)CSc1ncnc2sc3c(c12)CCC3
 : 1.3, ·, 1621, 7, ·, 17, -7, 93, 12, 12, 18
4) O=Cc1c(-c2ccc(F)cc2)nc2ccccn12
 : 2.2, -0.36, 1688, -3, 0, 7, 13, 90, 1, 3, 13
5) CCCCNCCCOc1cc(Cl)ccc1Cl
 : 0.7, ·, 1395, 4, ·, -5, 10, 101, -2, -3, 2
6) COc1ccc(C(=O)O)cc1S(=O)(=O)Nc1ccc(C)cc1
 : 1.9, -1.3, 1741, -12, -28, 3, -2, 102, 6, 1, 0
7) Cc1c(C(=O)NNS(=O)(=O)c2ccccc2)sc(=S)n1C
 : 2.1, -0.19, 1557, 7, -6, 7, -5, 103, 1, -3, 0
8) COCCN1C(=O)c2cc(C(=O)Nc3cccc(F)c3)ccc2C1Nc1cccc(F)c1 (stereo unspecified)
 : 6.8, 0.044, 1268, 7, 11, 3, 1, 98, 5, 3, 2
9) O=C(Cn1cc([N+](=O)[O-])cn1)N1CCc2ccccc2C1
 : 1.8, -0.13, 1658, 4, -21, -1, 0, 103, 7, -4, 6
10) C/C(=N\NC(N)=O)c1cccc(Cl)c1
 : 1.2, ·, 1520, 3, 15, -12, -3, 93, -10, -3, 8
11) Cc1ccc([N+](=O)[O-])cc1NC(=S)NC(=O)CC(C)(C)C
 : 6.9, ·, 1606, -3, ·, -5, 7, 109, -8, -8, 1
12) COc1ccc(CCNC(=O)c2sc3cc(C)ccc3c2Cl)cc1
 : 5.3, ·, 1510, 4, ·, 5, 3, 94, 6, 6, 14
13) Cc1cc(-c2nc3c4c5c(sc4[nH]c(=O)n3n2)CCC5)c(C)o1
 : 0.7, ·, 1571, 2, -20, -3, -6, 151*, -2, 8, -57
14) O=c1[nH]c2ccccc2nc1NCCN1CCOCC1
 : 0.5, 0.53, 1358, -2, -26, -8, -11, 98, 1, -18, 5
15) O=C(CN1CCN(Cc2ccc3c(c2)OCO3)CC1)Nc1cc(S(=O)(=O)N2CCCC2)ccc1Cl
 : 2.8, -0.073, 1412, 2, -3, 6, 6, 88, 2, 5, 16
16) COc1ccc2cc(CN(CC3CCCO3)C(=O)Nc3ccccc3)c(=O)[nH]c2c1 (stereo unspecified)
 : 1.3, -0.13, 1566, -12, -7, -5, -8, 107, -2, 0, -4
17) CC1(C)C=C(c2ccc(C(=O)O)s2)CC(C)(C)N1
 : 1.9, 0.47, 1636, 5, 8, -2, -18, 93, 6, 2, 6
18) C=CCn1c(SCC(=O)N2CC(=O)Nc3ccccc32)nc2scc(-c3cccs3)c2c1=O
 : 8.2, -2.1, 1821, -5, -11, 6, -3, 84, 10, 8, 24
19) CCOC(=O)C1=C(C)Nc2ncnn2C1c1cccnc1 (stereo unspecified)
 : 0.0, ·, 1633, -1, ·, 3, -3, 97, 2, 18, 7
20) Cc1cccc(Nc2ncnc3ccc(Br)cc23)c1
 : 0.4, -0.54, 1807, 13, 22, 9, 8, 81, -6, 1, 28
21) Cc1cccc(CN(CC(=O)N/N=C/c2ccco2)S(=O)(=O)c2ccc(Cl)cc2)c1
 : 1.9, -0.45, 1622, -1, ·, 1, -4, 96, 2, 5, 3
22) COC(=O)CSc1cc(C)nc(NC(C)=O)n1
 : 0.5, ·, 1526, -2, -3, 3, -8, 98, 3, 4, 7
23) CC1CN(CCCSc2ccc(Cl)cc2)CC(C)O1 (stereo unspecified)
 : 2.7, 0.18, 1480, 2, 5, -3, -16, 97, 4, 2, 11
24) CCn1ncc(/C=N\NC(=O)c2ccc3c(c2)c(C)c(C)n3Cc2ccccc2)c1C
 : 3.1, 0.92, 1773, 8, ·, 12, -6, 84, 3, 7, 18
25) CNC(=O)CN(c1cc(OCCOC)c(Cl)cc1Cl)S(=O)(=O)c1ccccc1
 : 2.3, -0.13, 1284, 1, 0, -1, -4, 107, -6, -4, 1
26) COc1ccc(C(=O)c2nccc3ccccc23)cc1
 : -0.6, -1.3, 1711, -24, -14, 0, 1, 96, -2, -1, 7
27) Cc1cc(NC(=O)CSc2nc(C(C)C)nc3sc4c(c23)CCC(C)C4)no1 (stereo unspecified)
 : 2.1, ·, 1429, 2, ·, 4, 1, 108, -4, -5, -8
28) CCN(CC)S(=O)(=O)c1ccc(-c2nnc(SCc3nnc(-c4ccc(C)cc4)o3)o2)cc1
 : 2.9, ·, 1723, -3, 3, 6, 8, 102, 9, -1, 4
29) Cc1nn(C)c(C(=O)NNC(=S)Nc2ccc(F)cc2)c1[N+](=O)[O-]
 : -0.1, 1.7, 1591, 4, ·, 11, -11, 90, -3, 6, 11
30) CCOC(=O)C1=C(C)NC(=O)NC1c1cccc(OC)c1OCc1ccccc1Cl (stereo unspecified)
 : 6.1, 0.83, 1510, 1, ·, 12, 8, 96, 2, -2, 10

31. Cc1ccc(C)c(NS(=O)(=O)c2ccc3c(c2)Cc2cc(S(=O)(=O)Nc4cc(C)ccc4C)ccc2-3)c1
32. Cc1ccc(-c2csc(NC(=O)CN3C(=O)CCC3=O)n2)cc1
33. Cc1nnc(N2CCN(c3ccccc3)CC2)[nH]c1=O
34. O=C(Nc1ccc2c(c1)OCCO2)C1CCCN(S(=O)(=O)c2cnc[nH]2)C1 (stereo unspecified)
35. CCN(C(=S)Nc1cccc(C)c1)c1ccccc1
36. O=C(NCc1cccs1)C1CC(c2ccc(Cl)cc2)=NO1 (stereo unspecified)
37. CN(Cc1cnn(C)c1)C(=O)c1sc2cccc(Cl)c2c1Cl
38. COc1ccc(C)cc1-n1nnnc1SCc1csc(C)n1
39. CN1CCN(CC(O)COC(c2ccccc2)c2ccccc2)CC1 (stereo unspecified)
40. Cc1ccc(C)c(OCCCCn2ccnc2)c1
assay / entry	31	32	33	34	35	36	37	38	39	40
RAM network inh	7.2	3.7	0.2	1.0	-0.1	3.1	-1.3	-0.2	0.6	-0.8
ROMK mod	0.43	0.31	·	·	·	0.66	-0.67	0.85	0.13	-0.062
TR-FRET SRC-2 ct	1523	1611	1572	1760	1627	1476	1488	1601	1465	1488
STAT1 inh	3	-2	6	8	3	-13	2	-11	1	3
S1P3 antag	1	12	-7	-42	8	-4	·	-10	-15	·
PPARg SRC-2 ag	5	4	9	3	-1	-19	0	3	4	4
TLR4-MyD88 BLA	-8	-1	-10	-12	-3	-2	-1	-8	-3	-1
STAT3 activator	106	86	95	107	96	100	82	101	111	99
PPARg SRC-1 ag	-4	2	-1	2	6	0	3	-3	0	0
PPARg SRC3 recr	1	-1	-1	2	2	-6	-4	1	4	-1
STAT3 blocker	-9	18	9	-3	7	2	26	1	-12	6

Single records, from the list above. Screens in order: RAM network inh | ROMK mod | TR-FRET SRC-2 ct | STAT1 inh | S1P3 antag | PPARg SRC-2 ag | TLR4-MyD88 BLA | STAT3 activator | PPARg SRC-1 ag | PPARg SRC3 recr | STAT3 blocker
CCOC(=O)C1=C(C)NC(=O)NC1c1cccc(OC)c1OCc1ccccc1Cl (stereo unspecified) in the list: 6.1 | 0.83 | 1510 | 1 | · | 12 | 8 | 96 | 2 | -2 | 10
COc1ccc(C)cc1-n1nnnc1SCc1csc(C)n1 in the list: -0.2 | 0.85 | 1601 | -11 | -10 | 3 | -8 | 101 | -3 | 1 | 1

(next part)
41. C=CCn1c(SC(C)CC)nc(O)cc1=O (stereo unspecified)
42. O=S(=O)(c1ccc(C2CCCCC2)cc1)N1CCN(c2ncccn2)CC1
43. Cc1cccc(-c2nc(C#N)c(NC3CCCCC3)o2)c1
44. O=S(=O)(c1ccccc1)N1CCN(CC(O)COc2ccc3c(c2)CCC3)CC1 (stereo unspecified)
45. O=C(C1CC1)N1CCc2cc(Br)cc(S(=O)(=O)NCc3ccccn3)c21
46. CCOc1ccc(NS(=O)(=O)c2cc(NC(=O)CCS(=O)(=O)c3ccc(C)cc3)ccc2OC)cc1
47. Cc1cc(C=O)c(C)n1-c1ccc(N2CCCCC2)c([N+](=O)[O-])c1
48. Cc1cc(C(=S)N2CCOCC2)c(C)n1-c1ccc(F)cc1
49. O=C(CS(=O)(=O)c1c[nH]c2ccccc12)N1CCCc2ccccc21
50. CC(C)N=c1c([N+](=O)[O-])nn(C)n1O
51. CC(C)N(C(=O)COC(=O)c1ccc([N+](=O)[O-])cc1)c1ccccc1
assay / entry	41	42	43	44	45	46	47	48	49	50	51
RAM network inh	0.9	1.4	0.0	-0.1	-0.3	4.6	-0.1	-0.9	2.4	2.1	2.2
ROMK mod	0.65	·	0.32	-2.1	·	-0.13	-2.8	-0.27	·	0.16	0.13
TR-FRET SRC-2 ct	1508	1430	1639	1379	1616	1614	1430	1381	1563	1349	1599
STAT1 inh	-2	-1	-62	7	-6	6	1	11	1	-1	4
S1P3 antag	·	15	·	-16	·	5	·	-13	·	-18	-18
PPARg SRC-2 ag	-7	7	8	-1	4	6	3	-1	6	-2	2
TLR4-MyD88 BLA	0	-10	-7	3	9	-2	-11	4	-3	14	-4
STAT3 activator	104	95	108	101	105	98	75	93	101	109	100
PPARg SRC-1 ag	3	4	2	-6	1	4	-1	-4	4	-7	7
PPARg SRC3 recr	-3	9	9	-13	0	3	12	-4	3	1	3
STAT3 blocker	-4	8	-9	-2	0	0	34	10	7	2	3

An excerpt from above, limited to STAT1 inh, STAT3 activator and ROMK mod.
no.	SMILES	STAT1 inh	STAT3 activator	ROMK mod
46	CCOc1ccc(NS(=O)(=O)c2cc(NC(=O)CCS(=O)(=O)c3ccc(C)cc3)ccc2OC)cc1	6	98	-0.13
47	Cc1cc(C=O)c(C)n1-c1ccc(N2CCCCC2)c([N+](=O)[O-])c1	1	75	-2.8
48	Cc1cc(C(=S)N2CCOCC2)c(C)n1-c1ccc(F)cc1	11	93	-0.27
49	O=C(CS(=O)(=O)c1c[nH]c2ccccc12)N1CCCc2ccccc21	1	101	·

Compounds listed so far that contain bromine (two):
20. Cc1cccc(Nc2ncnc3ccc(Br)cc23)c1
45. O=C(C1CC1)N1CCc2cc(Br)cc(S(=O)(=O)NCc3ccccn3)c21
assay / entry	20	45
RAM network inh	0.4	-0.3
ROMK mod	-0.54	·
TR-FRET SRC-2 ct	1807	1616
STAT1 inh	13	-6
S1P3 antag	22	·
PPARg SRC-2 ag	9	4
TLR4-MyD88 BLA	8	9
STAT3 activator	81	105
PPARg SRC-1 ag	-6	1
PPARg SRC3 recr	1	0
STAT3 blocker	28	0
